# Bioassay records from PubChem BioAssay.
# MITF inh – human MITF inhibition, primary screen; inhibition, % at 2.6 µM; O75030; AlphaScreen MITF homodimerization, bead proximity signal; 650,000 compounds, 0.91% hits; in the data active = inhibition above about 50%;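 note: 0% = vehicle wells with protein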
# Target sequence (O75030 whole entry, looked up): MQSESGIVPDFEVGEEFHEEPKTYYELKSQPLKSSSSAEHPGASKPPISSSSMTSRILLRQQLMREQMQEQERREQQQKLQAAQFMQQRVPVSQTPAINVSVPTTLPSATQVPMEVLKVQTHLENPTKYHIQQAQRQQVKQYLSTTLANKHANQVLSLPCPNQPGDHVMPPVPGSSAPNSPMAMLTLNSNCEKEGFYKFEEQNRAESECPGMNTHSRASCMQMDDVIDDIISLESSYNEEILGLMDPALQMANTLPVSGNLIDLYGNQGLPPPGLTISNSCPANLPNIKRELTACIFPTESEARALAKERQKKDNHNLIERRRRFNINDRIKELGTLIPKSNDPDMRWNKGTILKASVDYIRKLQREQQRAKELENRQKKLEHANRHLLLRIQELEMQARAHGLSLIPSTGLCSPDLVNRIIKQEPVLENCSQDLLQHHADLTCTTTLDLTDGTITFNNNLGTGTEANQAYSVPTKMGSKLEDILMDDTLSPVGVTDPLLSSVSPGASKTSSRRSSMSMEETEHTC
# FBW7 activator – activators of human E3 ligase FBW7; Q969H0; AlphaScreen FBW7–phospho-cyclin E peptide binding, activator screen; normalized activity (activation), % at 26.1 µM; 650,000 compounds, 0.13% hits; in the data active = normalized activity above about 1.9%;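 note: purified mutant Fbw7 with reduced substrate affinity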
# GPR151 ag – activators of human GPR151; 650,000 compounds, 1% hits; activation, % at 11.2 µM; Q8TDV0; PathHunter beta-arrestin GPR151 cells, luminescence; AID 1508602; in the data active = activation above about 4.9%;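 note: 0% = median of compound wells and 100% = cells with positive control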
# Target sequence (Q8TDV0 whole entry, looked up): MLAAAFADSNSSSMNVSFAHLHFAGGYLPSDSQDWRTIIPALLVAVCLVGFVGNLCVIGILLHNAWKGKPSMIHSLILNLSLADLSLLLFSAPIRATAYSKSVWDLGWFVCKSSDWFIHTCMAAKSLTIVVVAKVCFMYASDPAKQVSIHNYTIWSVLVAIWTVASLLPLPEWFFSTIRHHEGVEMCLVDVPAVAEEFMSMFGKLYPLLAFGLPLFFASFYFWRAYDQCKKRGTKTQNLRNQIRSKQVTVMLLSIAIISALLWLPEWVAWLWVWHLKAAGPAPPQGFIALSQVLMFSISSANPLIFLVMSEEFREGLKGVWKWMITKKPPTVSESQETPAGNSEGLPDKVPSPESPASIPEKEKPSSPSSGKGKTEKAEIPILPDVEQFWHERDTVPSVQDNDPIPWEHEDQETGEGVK
# TEAD-YAP inh – TEAD-YAP interaction inhibition; inhibition, % at 9.12 µM; HEK-TIYL cells, TEAD-Gal4/YAP UAS-luciferase luminescence; 640,000 compounds, 1.4% hits; in the data active = inhibition above about 32%;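 note: 0% = median of test compound wells and 100% = reference inhibitor wells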
# Starred values were filed as active, the others as inactive; · = not tested or not shown.
1) Cc1c(C(=O)N2CCCCCC2)sc2ncn(Cc3ccccc3F)c(=O)c12
2) O=C(CSc1nnc(-c2ccccc2)c(-c2ccccc2)n1)Nc1ccccc1
3) CCC(C)n1c(=N)c(C(=O)NC2CCCC2)cc2c(=O)n3cc(C)ccc3nc21 (centres undefined)
4) Cc1ccc(CNC(=O)c2c(O)c3cccc4c3n(c2=O)CC4)cc1
5) Cn1c(=O)c(C=O)c(Cl)c2ccc(Cl)cc21
6) O=C(/C=C/c1ccccc1)OCCN1CCOCC1
7) CCCC(C)C(=O)Nc1ccccc1Br (centres undefined)
8) O=C(O)CNc1cc(N2CCCC2)c2noc3c2c1C(=O)c1ccccc1-3
9) CC(=O)OCC(=O)[C@@]1(O)CC[C@H]2[C@@H]3CCC4=CC(=O)CCC4(C)[C@H]3[C@@H](O)CC21C (some centres undefined)
10) O=C(NC(=S)Nc1nn[nH]n1)C1CCCCC1

compound no.	1	2	3	4	5	6	7	8	9	10
MITF inh	9	-7	-4	0	1	9	4	26	12	1
FBW7 activator	0.0	0.0	0.0	0.0	-0.2	0.6	0.1	-0.9	0.0	-0.1
GPR151 ag	-0.9	-1.0	1.4	-1.8	1.0	0.4	-1.6	0.6	0.0	-1.2
TEAD-YAP inh	9	10	-5	-4	-6	0	-3	-21	·	3

11) O=C(Nc1ccc2c(c1)OCO2)c1nn2c(c1Cl)NC(c1cccs1)CC2C(F)(F)F (centres undefined)
12) C=CCNC(=O)c1c(N)n(CCC2=CCCCC2)c2nc3ccccc3nc12
13) O=C(c1ccc(-c2ccccc2Cl)o1)N1CCOCC1
14) COc1ccccc1CNC(=O)CCC1(Cc2ccco2)CCC(=O)N1 (centres undefined)
15) CCn1c(=O)cc(OCC(=O)NC2CC2)c2ccccc21
16) CN1CCN(C(CC(=O)Nc2ccc(F)cc2F)C(=O)O)CC1 (centres undefined)
17) O=C(c1ccc2c(c1)OCCO2)c1ccccc1F
18) NS(=O)(=O)c1cc(C(=O)OCC(=O)NC2CCCCC2)c(Cl)cc1Cl
19) Cc1cc(-c2cnc(N3CCOCC3)nc2C2CCN(Cc3ccco3)CC2)on1
20) Cc1cc(-c2nnc(CCC(=O)NCCN3CCC(c4ccccc4C)C3)o2)no1 (centres undefined)

compound no.	11	12	13	14	15	16	17	18	19	20
MITF inh	-5	-13	7	-10	4	14	-7	-13	2	-1
FBW7 activator	-0.1	0.3	-0.1	0.4	-0.2	0.3	0.1	-0.1	0.0	-0.1
GPR151 ag	1.9	-0.4	-5.1	-0.7	0.3	3.4	3.3	-0.1	1.1	0.0
TEAD-YAP inh	-3	14	-43	7	-5	0	-36	-1	-5	-4

21) COc1ccc(C2C(C(=O)Nc3ccc(F)cc3)c3ccccc3C(=O)N2C)cc1 (centres undefined)
22) NC(=O)SCC(=O)Nc1ccccc1O
23) Cc1cc(C)nc(N2CCC(CNC(=O)c3ccccc3Cl)CC2)n1
24) Cc1cc(Cl)c(OCCCN2CCN(C)CC2)c(Br)c1
25) COc1ccc(C)cc1NC(=O)Nc1ccon1
26) COc1ccccc1C(=O)Nc1ccc(-c2nc3c(ccc4ccccc43)o2)cc1
27) CC(NS(=O)(=O)c1cc2c(cc1Cl)NC(=O)CO2)c1ccccc1 (centres undefined)
28) COC(=O)c1cc(NS(=O)(=O)c2ccc(Cl)c(N3C(=O)c4ccc(C(=O)O)cc4C3=O)c2)cc(C(=O)OC)c1
29) O=C(NCc1ccco1)c1ccc(Cn2c(=S)[nH]c3ccccc3c2=O)cc1
30) CCC(Oc1ccccc1)C(=O)Nc1nnc(S(=O)(=O)N2CCCC2)s1 (centres undefined)

compound no.	21	22	23	24	25	26	27	28	29	30
MITF inh	-5	-19	5	65*	17	14	-6	5	-5	4
FBW7 activator	0.0	0.0	0.2	0.1	0.1	0.1	-0.3	0.0	-0.1	0.2
GPR151 ag	-0.5	1.4	-0.2	-0.3	2.6	-0.7	-1.0	0.4	1.0	1.6
TEAD-YAP inh	-7	-1	-3	-6	4	-13	-6	-3	0	6

31) C/C(=N\NC(=O)c1ccc(Cl)cc1)c1cccnc1
32) Cc1ccc(NC(=O)c2sc3ncn(Cc4ccccc4Cl)c(=O)c3c2C)cc1
33) CC(=O)c1ccc(NC(=S)NN2C(C)CCCC2C)cc1 (centres undefined)
34) O=C1CC(N2CCN(C(c3ccccc3)c3ccccc3)CC2)C(=O)N1c1ccc(Cl)cc1 (centres undefined)
35) CSCCC(=O)N1CCc2c(cnc(C)c2CNC(=O)Cc2cccs2)C1
36) N/C(=N\OC(=O)Nc1ccccc1)c1ccc(Cn2cc(C(F)(F)F)ccc2=O)cc1
37) CCC1CCCCN1C(=O)CSc1nnc(-c2cccnc2)n1-c1ccc(OC)cc1 (centres undefined)
38) CN(C)CCNC(=O)c1c(O)c2cccc3c2n(c1=O)CCC3
39) CC(C(=O)Nc1ccc(Br)cc1)N1Cc2ccccc2C1=O (centres undefined)
40) COC(=O)c1c(NC(=O)c2nn3c(C(F)(F)F)cc(-c4ccc(Br)cc4)nc3c2Cl)sc2c1CCCC2

compound no.	31	32	33	34	35	36	37	38	39	40
MITF inh	5	2	15	1	29	2	4	7	11	-13
FBW7 activator	0.0	0.2	0.6	0.0	0.3	-0.1	0.2	-0.3	0.0	0.0
GPR151 ag	-0.2	0.0	-0.4	0.2	-0.6	-0.8	-0.6	-0.1	-0.7	1.1
TEAD-YAP inh	-38	-12	-1	3	4	-6	3	-4	-3	-5

41) Cc1nc2c(-c3ccccc3)c(C)nn2c(C)c1CC(=O)NC1CCCC1
42) COc1ccc2nc(NC(=O)CNC(=O)c3nn(-c4ccc(OC)c(Cl)c4)c(=O)c4ccccc34)sc2c1
43) O=C(CN1CCN(C2CCCCC2)CC1)c1ccc2c(c1)OCCO2
44) CCOC(=O)C1=C(C)N=c2s/c(=C\c3cc(OCC)c(OC)cc3Br)c(=O)n2C1c1cccc(OC)c1 (centres undefined)
45) Cc1ccc(NC(=O)C2C3C=CC4(O3)C2C(=O)N(C(C)(C)C)C4C(=O)NC2CCCCC2)cc1Cl (centres undefined)
46) CCOc1ccc(NC(=O)c2nn(-c3ccc(OCC)cc3)c(=O)c3ccccc23)cc1
47) COc1cc(/C=N/NC(N)=O)cc2sc(=O)oc12
48) CCOC(=O)CNC(=O)OC1C(=O)c2cc(Br)ccc2O[C@H]1c1ccc2c(c1)OCO2 (some centres undefined)
49) C(=N\Nc1nn[nH]n1)/c1c[nH]c2ccccc12
50) N#CC1=C(N)N2CCCSC2=C(C#N)C1c1ccccc1 (centres undefined)

compound no.	41	42	43	44	45	46	47	48	49	50
MITF inh	1	-6	26	6	6	5	-4	-4	3	2
FBW7 activator	1.2	0.0	0.3	-0.1	0.0	-0.1	-0.3	0.2	-1.1	0.2
GPR151 ag	-0.7	0.9	-0.5	1.6	-0.9	0.2	-0.7	-0.4	0.0	1.2
TEAD-YAP inh	12	0	10	7	7	-7	7	·	-3	-5

51) c1cncc(CNc2nccn3c(-c4ccc5ccccc5c4)cnc23)c1
52) CCOc1ccc2nc(SCC(=O)NNC(=O)c3cccs3)sc2c1
53) COc1ccc(OCC(O)CNC(=O)/C=C/c2cccc([N+](=O)[O-])c2)cc1 (centres undefined)
54) Cc1cc(Cl)ccc1NC(=O)Cn1cnc2scc(-c3ccccc3)c2c1=O
55) CC1CCCCN1S(=O)(=O)c1ccc(S(N)(=O)=O)cc1 (centres undefined)
56) CC(=O)N(C(C)=O)S(=O)(=O)c1ccc(Nc2nccc(-c3ccccc3)n2)cc1
57) C=CCn1c(SC(c2ccccc2)c2ccccc2)nc2sc3c(c2c1=O)CCCC3
58) COc1ccc(C(=O)CSc2nc3scc(-c4ccccc4)c3c(=O)n2-c2ccccc2)cc1OC
59) Cc1ccc(-c2noc(CNC(=O)c3cccc4ccccc34)n2)cc1
60) Cc1cccc(N2C(=O)CN(Cc3ccccc3)C2=S)c1

compound no.	51	52	53	54	55	56	57	58	59	60
MITF inh	7	8	14	3	6	-1	12	23	-209	0
FBW7 activator	0.1	0.0	-0.1	-0.1	0.0	0.0	0.0	1.9*	-0.2	0.0
GPR151 ag	-0.6	0.9	1.2	0.6	0.0	-1.1	0.3	-0.2	1.5	0.1
TEAD-YAP inh	5	-3	1	-2	-8	-9	2	-4	-1	-6

61) CCOc1ccccc1CNC(=O)c1cn(C)c(=O)c2c1c1ccccc1n2C
62) COc1ccc(C(NC(N)=O)c2ccccc2)cc1 (centres undefined)
63) CCOC(=O)c1ccc2ncc(C(=O)OCC)c(Nc3cccc(OC)c3)c2c1
64) CCn1c(CN2CCc3c(nc(N4CCCC4)[nH]c3=O)C2)nc2ccccc21
65) CCOc1ccccc1-c1cc(NC(=O)Cn2ncc3c(=O)oc4ccc(C)cc4c32)on1
66) Cc1csc(-c2cc(C(=O)N3CCCCC3c3cccnc3)cc(-n3cnnn3)c2)c1 (centres undefined)
67) COc1cc(C2NC(=S)NC(C)=C2C(=O)OC(C)(C)C)ccc1O (centres undefined)
68) Cc1noc(C)c1-c1nc(C(=O)NCc2ccccc2)cs1
69) O=C(c1cc(COc2ccc(F)cc2F)on1)N1CCN(C2CCCC2)C(=O)C1
70) Cc1ccc(S(=O)(=O)/N=C/Nc2cccc([N+](=O)[O-])c2)cc1

compound no.	61	62	63	64	65	66	67	68	69	70
MITF inh	-2	21	-1	15	5	-6	3	19	13	-1
FBW7 activator	-0.1	0.3	-0.1	-0.1	1.0	-0.1	-0.1	0.2	0.3	-0.1
GPR151 ag	-1.0	-1.1	0.7	0.6	0.3	2.5	4.5	-0.5	-0.9	1.1
TEAD-YAP inh	3	5	-17	0	-9	-7	2	-9	-3	3

71) CC(=O)N(CCN(C)C)C1CCN(Cc2ccncc2)CC1
72) CN(c1cccc(NS(=O)(=O)c2ccc3ccccc3c2)c1)S(C)(=O)=O
73) CC(=O)c1ccc(N2CCN(Cc3ccccc3[N+](=O)[O-])CC2)cc1
74) O=C(O)CCNC(=O)c1ccc(CO)cc1
75) O=C(O)c1cc(N=Cc2c(O)n(-c3ccccc3)c(=O)[nH]c2=O)ccc1O
76) COc1ccc(CNC(=O)C2CCCN(C(=O)N3CCOc4ccccc43)C2)cc1 (centres undefined)
77) COc1ccc(C(=O)C2CCCN(C(=O)c3ccc(-c4ncc[nH]4)s3)C2)cc1OC (centres undefined)
78) CCn1cnc2cc(NCc3ccc(N(C)C)cc3)ccc21
79) CSc1ccc(/C=C2\S/C(=N\O)NC2=O)cc1
80) CNC(=O)CCS(=O)(=O)Cc1ccc(C)cc1

compound no.	71	72	73	74	75	76	77	78	79	80
MITF inh	2	0	51*	19	9	0	4	10	20	3
FBW7 activator	-0.1	-0.1	0.1	0.2	0.1	-0.2	-0.1	-0.2	-0.1	0.0
GPR151 ag	0.0	-0.4	0.1	-0.3	0.3	-0.3	-1.5	0.7	-8.9	-1.4
TEAD-YAP inh	7	5	-12	7	-4	9	-4	5	10	7

81) COCCN1C(=O)C(C)Sc2ccccc21 (centres undefined)
82) O=c1c2ccccc2nc(Sc2ccc(C(F)(F)F)cc2[N+](=O)[O-])n1-c1ccccc1
83) CCc1ccc(NC(=O)CS(=O)CC(=O)N2CCN(C3CCCC3)CC2)cc1 (centres undefined)
84) Cc1ccc(/C=C2/SC(=S)N(C(CC(=O)O)C(=O)O)C2=O)o1 (centres undefined)
85) Cn1c(=O)c2c(SCCN3CCCC3)nc(C3CCCC3)nc2n(C)c1=O
86) COc1ccc(OC)c(CCNC(=O)C(Cc2ccccc2)N2Cc3ccccc3C2=O)c1 (centres undefined)
87) Cc1nn2c3ccccc3n(C)c2c1C(=O)N/N=C/c1ccc([N+](=O)[O-])o1
88) CCCCOc1ccc(/C=C/c2nc3ccccc3c(=O)n2-c2ccc(C)cc2)cc1
89) CCOc1ccc(-n2nnnc2SCC(=O)OC2CCCCC2)cc1
90) CCOC(=O)C1=C(C)N(c2ccccc2)C(C)=C(C(=O)OCC)C1c1ccc(Br)cc1

compound no.	81	82	83	84	85	86	87	88	89	90
MITF inh	-14	2	-1	41	-6	12	-5	-14	-5	-8
FBW7 activator	0.2	-0.4	-0.1	-1.8	-0.5	0.2	-0.3	0.0	0.0	0.2
GPR151 ag	0.2	0.2	0.1	0.6	4.9	0.1	0.5	0.8	0.9	0.4
TEAD-YAP inh	3	-1	-11	6	-3	-7	-16	8	-1	-5

# 5 neighbouring records already listed, for reference:
86) COc1ccc(OC)c(CCNC(=O)C(Cc2ccccc2)N2Cc3ccccc3C2=O)c1 (centres undefined)
87) Cc1nn2c3ccccc3n(C)c2c1C(=O)N/N=C/c1ccc([N+](=O)[O-])o1
88) CCCCOc1ccc(/C=C/c2nc3ccccc3c(=O)n2-c2ccc(C)cc2)cc1
89) CCOc1ccc(-n2nnnc2SCC(=O)OC2CCCCC2)cc1
90) CCOC(=O)C1=C(C)N(c2ccccc2)C(C)=C(C(=O)OCC)C1c1ccc(Br)cc1

compound no.	86	87	88	89	90
MITF inh	12	-5	-14	-5	-8
FBW7 activator	0.2	-0.3	0.0	0.0	0.2
GPR151 ag	0.1	0.5	0.8	0.9	0.4
TEAD-YAP inh	-7	-16	8	-1	-5
